AMA1 RON2 block – qHTS for Inhibitors of AMA1-RON; Towards Development of Antimalarial Drug Lead: Primary Screen. Plasmodium falciparum AMA1 (3D7) - RON2 peptide interaction. AlphaScreen AMA1-biotinylated RON2 peptide binding. Potency, µM (series often up to 58.2 µM), inactives show top-dose activity change, negative = inhibition, most hits filed as inhibitors. 0.2% of 360,000 active. AID 720542, 2013;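 also: potency is read from the fitted curve at half-maximal effect; 0% = vehicle wells and -100% = peptide control; nearly all actives have a fitted effect of over 45% in size; some results filed as inactive show a strong effect at the top dose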
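AMA1 (3D7) with his tag at 25 nM final met compounds first, then biotinylated RON2 peptide at 25 nM; detection used donor plus acceptor beads, 10 µg/mL apiece, read by AlphaScreen after 30 min at room temperature.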
AmpC detergent – qHTS Inhibitors of AmpC Beta-Lactamase (assay with detergent). P00811. AmpC hydrolysis of nitrocefin, absorbance 480 nm, 0.01% Triton. Potency, µM (top dose mostly 114 µM), without a hit: top-dose activity change, negative = inhibition, usual class: inhibitors. 0.041% of 370,000 active;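 also: potency is read from the fitted curve at half-maximal effect; 0% = no-compound wells and -100% = no-enzyme wells; nearly all actives have a fitted effect of over 25% in size; some results filed as inactive show a strong effect at the top dose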
Target sequence (P00811 whole entry, looked up): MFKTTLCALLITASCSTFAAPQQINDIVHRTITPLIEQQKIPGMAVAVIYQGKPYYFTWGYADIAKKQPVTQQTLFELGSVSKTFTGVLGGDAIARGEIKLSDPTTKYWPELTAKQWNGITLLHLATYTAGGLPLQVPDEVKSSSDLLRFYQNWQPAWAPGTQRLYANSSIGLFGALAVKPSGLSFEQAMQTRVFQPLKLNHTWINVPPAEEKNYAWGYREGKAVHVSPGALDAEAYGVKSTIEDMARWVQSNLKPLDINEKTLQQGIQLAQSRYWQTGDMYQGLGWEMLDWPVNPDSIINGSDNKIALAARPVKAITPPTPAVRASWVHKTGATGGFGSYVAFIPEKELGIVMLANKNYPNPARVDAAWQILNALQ
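AmpC (5.3 nM in the dispensed reagent) in 20 mM phosphate pH 7.0 with 0.01% (detergent screen) or 0.0001% Triton X-100 was preincubated with compounds for 15 min at room temperature. Nitrocefin was then added from an 800 uM solution, and hydrolysis was followed at 480 nm.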
LmPK inhibitor – qHTS Assay for Inhibitors of Leishmania Mexicana Pyruvate Kinase (LmPK) | Q27686 | purified LmPK, Kinase-Glo ATP luminescence, 1 h | Potency, µM (titrated, usually from 57.5 µM), for the others: top-dose activity change, negative = inhibition, hits mostly inhibitors | 0.37% of 290,000 active | AID 1721, 2009; also: potency is read from the fitted curve at half-maximal effect
Target sequence (Q27686 whole entry, looked up): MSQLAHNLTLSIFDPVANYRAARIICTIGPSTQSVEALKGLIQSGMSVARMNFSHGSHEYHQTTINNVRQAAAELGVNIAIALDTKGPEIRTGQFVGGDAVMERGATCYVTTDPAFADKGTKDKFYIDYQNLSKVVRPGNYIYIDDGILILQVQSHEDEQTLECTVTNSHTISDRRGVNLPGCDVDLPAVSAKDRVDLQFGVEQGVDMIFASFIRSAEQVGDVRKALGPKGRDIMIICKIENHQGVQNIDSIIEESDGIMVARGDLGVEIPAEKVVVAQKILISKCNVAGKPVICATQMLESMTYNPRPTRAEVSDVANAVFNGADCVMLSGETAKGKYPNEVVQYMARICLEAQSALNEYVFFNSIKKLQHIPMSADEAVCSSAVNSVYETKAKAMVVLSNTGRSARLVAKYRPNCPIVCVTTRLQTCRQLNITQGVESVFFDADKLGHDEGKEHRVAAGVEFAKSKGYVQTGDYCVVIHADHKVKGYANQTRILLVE
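Purified LmPK (0.1 nM) with 0.5 mM PEP and 0.1 mM ADP in imidazole buffer pH 7.2 with MgCl2/KCl, 1 h at room temperature. ATP formed was read by luciferase luminescence and normalized to no-enzyme and uninhibited controls.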
HCV inh – qHTS Assay for Inhibitors of Hepatitis C Virus (HCV) | Huh7.5.1 HCVcc-Cre infection, luciferase reporter, 44 h | Potency, µM (doses to about 41.8 µM), for inactives: top-dose activity change, negative = inhibition, actives largely listed as inhibitors | 3.4% of 340,000 active | AID 651820, 2012; also: potency is read from the fitted curve at half-maximal effect
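HCVcc-Cre virus at an moi near 0.5 was added right after compound to cells cultured 4 h from seeding (1,000 cells/well). Luciferase activity was determined 44 h later, 15 min after substrate addition at RT.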
HCMV antiviral – qHTS Assay for inhibitors of the human cytomegalovirus (HCMV); 4.5% of 410,000 active; HFF cells, HCMV-luciferase reporter, 72 h; stronger effect = lower value; activity change, negative = inhibition, % at 57.5 µM; in the data active = activity change below about -60%; inconclusive = no clear call, values can overlap the other calls; inactive = above about -39%
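Human foreskin fibroblasts infected with luciferase-reporter HCMV at MOI 1 PFU/cell, compounds at two doses. Luciferase measured 72 h post infection; normalized to buffer-only basal and Salinomycin (10uM) controls.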
AmpC no deterg – qHTS Inhibitors of AmpC Beta-Lactamase (assay without detergent); P00811; AmpC nitrocefin hydrolysis, absorbance 480 nm, 0.0001% Triton; Potency, µM (top dose mostly 57.1 µM), inactives show top-dose activity change, negative = inhibition, usual class: inhibitors; 0.52% of 330,000 active;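 also: potency is read from the fitted curve at half-maximal effect; plate controls were no compound for no effect and no enzyme for full effect; nearly all actives have a fitted effect of over 20% in size; some results filed as inactive show a strong effect at the top dose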
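20 mM phosphate pH 7.0 + 0.01% (detergent screen) or 0.0001% Triton X-100; 5.3 nM AmpC reagent; cpd preinc 15 min RT; nitrocefin (800 uM stock) to start; A480 q20 s × 4 min; Activity was normalised to no-enzyme and no-compound control wells.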
TbPYK inhibitor – qHTS of Trypanosoma Brucei Inhibitors; AID 624173, 2012; 0.12% of 410,000 active; TbPYK enzyme, Kinase-Glo Plus ATP luminescence, 45 min; Potency, µM (titrated, usually from 76.8 µM), for inactives: at the top dose activity, negative = inhibition, hits mostly inhibitors; also: potency is read from the fitted curve at half-maximal effect; nearly all actives have a fitted effect of over 50% in size
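Assay buffer: 50 mM TEA pH 7.2, 100 mM KCl, 10 mM MgCl2, 0.05% BSA, 0.01% Tween-20. Pyruvate kinase from T. brucei plus substrate met compound, then ADP (130 uM final). Luminescence was read post 45 min RT.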
* hit, by the source's call; ? = inconclusive; · = no result given; & = joins results of further samples; [ ] = remark or other dose. Unless noted, calls follow the shape of the dose curve; as a rule, active = well fitted curve in the direction sought with a large enough effect; inconclusive = small, poorly fitted or top-dose-only effect, or another doubt; inactive = no such curve, though single readings can be large; an effect the other way counts as inactive or inconclusive. Unless noted, % is scaled to controls: 0 for no effect and ±100 for the full control effect.

The first 4 entries (preview)
Each structure is followed by: AmpC no deterg	HCMV antiviral	LmPK inhibitor	HCV inh	TbPYK inhibitor	AmpC detergent	AMA1 RON2 block
1	O=C(c1cccc(Cl)c1)N1CCN(Cc2ccccc2F)CC1
 : ·	-8	5%	-10%	11%	2%	-12%
2	Cc1cccn2c3c(c(=O)nc12)C(c1ccc(F)cc1)CC(=O)N3 (stereo not drawn)
 : ·	1	·	·	-2%	-4%	·
3	C=C(C)c1ccccc1
 : -6%	-17	·	5%	5%	2%	-1%
4	Cc1ccc(S(=O)(=O)N(C)CC(=O)Oc2ccc(-c3nnco3)cc2)cc1
 : -1%	16	·	1%	-3%	?	6%

The list itself, from the start:
Each structure is followed by: AmpC no deterg	HCMV antiviral	LmPK inhibitor	HCV inh	TbPYK inhibitor	AmpC detergent	AMA1 RON2 block
1	O=C(c1cccc(Cl)c1)N1CCN(Cc2ccccc2F)CC1
 : ·	-8	5%	-10%	11%	2%	-12%
2	Cc1cccn2c3c(c(=O)nc12)C(c1ccc(F)cc1)CC(=O)N3 (stereo not drawn)
 : ·	1	·	·	-2%	-4%	·
3	C=C(C)c1ccccc1
 : -6%	-17	·	5%	5%	2%	-1%
4	Cc1ccc(S(=O)(=O)N(C)CC(=O)Oc2ccc(-c3nnco3)cc2)cc1
 : -1%	16	·	1%	-3%	?	6%
5	CCN(C(=O)CSc1nc2cc(Cl)ccc2c(=O)n1Cc1ccco1)C1CCS(=O)(=O)C1 (stereo not drawn)
 : -19%	3	-5%	-8%	-2%	-3%	4%
6	O=C(CCC(=O)OCC(=O)c1ccc(C(F)(F)F)cc1)OCC(=O)c1ccc(C(F)(F)F)cc1
 : -2%	-14	-2%	20%	-1%	7%	13%
7	FC(F)(F)c1cccc(Cn2nnnc2-c2ccc(Cl)cc2)c1
 : -7%	?	5%	-4%	9%	-13%	9%
8	O=C(CCN1C(=O)COc2ccccc21)N1CCC2(CC1)OCCO2
 : -14%	23	1%	7%	-10%	-5%	9%
9	CCc1ccc2[nH]c(=O)c(CN(CCCN3CCOCC3)C(=O)Nc3ccccc3)cc2c1
 : 141%[activator]	-21	-2%	-1%	1%	?	0%
10	O=C1CC(c2ccccc2)SC(N(c2ccccc2)c2ccccc2)=N1 (stereo not drawn)
 : -3%	-11	3%	5%	4%	1%	10%
11	CCn1cc(CN2CCc3c([nH]c4ccccc34)C2c2ccc(F)c(OC)c2)c(C)n1 (stereo not drawn)
 : 122%[activator]	3	4%	-24%	1%	0%	-9%
12	CCn1c(Cc2ccccc2)nnc1SCC(=O)NC1CCCC1
 : -3%	?	7%	15%	-1%	1%	6%
13	Cc1c(CCNC(=O)Cc2ccc(F)cc2)sc2nc(-c3ccc(F)cc3)nn12
 : ·	-23	·	·	-4%	1%	·
14	CCc1nnc(NC(=O)CSc2nc3ccccc3s2)s1
 : -30%	1	6%	13%	-9%	1%	4%
15	CN(C(=O)c1cccc(NC(=O)Cc2ccc(NC(=O)C3CCN(C(=O)C4CCCCC4)CC3)cc2)c1)C1CCCCC1
 : ·	-18	·	?	3%	·	-6%
16	COc1ccc(N2CCN(C(=O)CSc3ccccc3)CC2)cc1
 : ·	-5	7%	-9%	2%	-4%	0%
17	COc1nc(C)cc(C)c1S(=O)(=O)c1ccccc1C
 : 1%	-18	3%	7%	20%	4%	1%
18	COc1ccc(NS(=O)(=O)c2cccc(C(=O)OCC(=O)Nc3cc(C)on3)c2)cc1
 : -52%	34	6%	-7%	0%	2%	-8%
19	CC1(C)OC(=O)C(=NNc2ccc(Cl)cc2)C(=O)O1
 : -20%	-25	-3%	1%	3%	5%	-9%
20	CC(C)C[C@H]1CN([C@@H](Cc2ccccc2)CN2CCC[C@@H]2CN2C(=O)C(=O)NC[C@@H]2Cc2ccccc2)C(=O)C(=O)N1CCc1ccccc1
 : ·	?	·	·	5%	·	-10%
21	COc1ccc(S(=O)(=O)N2CCN(c3nn(C)c(=O)n(C)c3=O)CC2)cc1
 : 12%	2	·	5%	-2%	4%	-6%
22	COc1ccc(N2CCN(CC(O)COc3c(OC)cccc3OC)CC2)cc1 (stereo not drawn)
 : 7%	-8&-14	1%	-14%	-12%&2%	3%&-11%	-16%
23	CCCCOc1cccc(C2C(C(=O)c3ccc(C)o3)=C(O)C(=O)N2c2nnc(C)s2)c1 (stereo not drawn)
 : -32%	4	0%	14%	-1%	1%	34%[activator]
24	Cc1cccc([C@@H]2[C@@H]3C(=O)N(Cc4ccccc4)C(=O)[C@@H]3[C@]3(CC(C)C)C(=O)N(c4cccc(Cl)c4)C(=O)N23)c1
 : 8%	-3	1%	-9%	3%	-6%	-3%
25	Cc1cc(C)n2c(Nc3c(C)cccc3C)c(-c3ccccn3)nc2n1
 : ·	-69*	·	·	4%	·	?
26	COc1ccc(OC)c(NC(=O)CSc2nc(N)c(-c3ccccc3)c(=O)[nH]2)c1
 : -18%	-21	-2%	-1%	-11%	2%	-15%
27	CCOC(=O)CSc1nnc(Cc2ccc(OC)cc2)n1-c1ccccc1
 : 35%	-109*	-16%	4%	?	-1%	-5%
28	CN(C)CCC(=O)N1c2ccccc2Sc2ccc(C(F)(F)F)cc21
 : 28%	-5	-3%	?	-2%	2%	-2%
29	Cc1ccc2[nH]c(=O)c(CN(CC3CCCO3)S(=O)(=O)c3cccc4nsnc34)cc2c1 (stereo not drawn)
 : 29%	-20	1%	1%&3%	4%	-4%	-1%
30	NS(=O)(=O)c1ccc(-c2ccc(/C=C3\SC(=S)N(C4CCS(=O)(=O)C4)C3=O)o2)cc1 (stereo not drawn)
 : -25%	-39	-3%	?	-13%	0%	-6%
31	Cn1c(NCCc2ccncc2)nc2cc(-c3ccsc3)sc2c1=O
 : ·	34	·	·	6%	·	0%
32	COc1cc2cc(Oc3ccc4ccc(=O)oc4c3)c(=O)oc2cc1OC(=O)C=C(C)C
 : -32%	·	2%	·	·	3%	·
33	Cc1ccc(C(=O)CCC(=O)Nc2cccc(C(F)(F)F)c2)cc1C
 : ·	94	·	-3%	2%	·	12%
34	COc1ccc(C[C@](C)(N)C(=O)O)cc1OC
 : -10%	-10	·	?	6%	-29%	?
35	O=C(Nc1nnc(-c2ccccc2Cl)s1)c1ccccc1F
 : -18%	13	-4%	7%	-8%	-5%	-6%
36	Cc1ccc(CNC(=O)C2CCC(=O)N(Cc3cccc(F)c3)C2)s1 (stereo not drawn)
 : ·	8	·	·	4%	·	4%
37	C=CCn1c(Cc2cccs2)nnc1SCC(=O)Nc1ccc(OC)c(OC)c1
 : -17%	-9	1%	-23%&4%	-2%	?	4%
38	COc1ccccc1OCCn1nnc2ccccc21
 : 21%	51	-12%	17%	3%	-11%	15%
39	Cc1ccccc1CCNC(=O)c1ccc2c(c1)c(C)c(C)n2C
 : ·	?	·	·	-5%[15.4 µM]	2%	·
40	COc1cccc(-c2ncc3ccccc3c2COC(=O)c2ccccc2C(=O)O)c1
 : -29%	0	·	4%	-6%	6%	-2%
41	CC(C)Nc1nc(-c2ccccc2)nnc1-c1ccccc1
 : -3%	20	1%	-19%	-3%	-2%	-2%
42	CCN(CC)C(=O)COc1ccc(/C(C)=N/NC(=O)c2ccccc2-n2cccc2)cc1
 : 22%	50	-7%	8%	3%	-3%	12%
43	C=CCNc1c2c(nc3ncnn13)CC(C)CC2 (stereo not drawn)
 : -7%	23	0%	-7%	2%	-9%	-8%
44	Cc1ccc(SCCNC(=O)CN(c2cccc(C)c2C)S(C)(=O)=O)cc1
 : ·	-35	·	·	-4%	-6%	·
45	CCOC(=O)c1sc(=NC(=O)c2ccccc2Br)n(C)c1C
 : -9%	89	-8%	-2%	-6%	-1%	7%
46	CC1CCN(S(=O)(=O)c2ccc3c(c2)oc(=O)n3C)CC1
 : 4%	12	0%	9%	0%	2%	-5%
47	COC(=O)/C=C1\SC(=NC(=O)c2ccc(C)cc2)NC1=O
 : -35%	-29	-5%	8%	-13%	5%	-5%
48	COCCN(C(=O)CSc1nc2ccc(OC)cc2[nH]1)c1c(N)n(Cc2ccccc2)c(=O)[nH]c1=O
 : -24%	-3	·	21%	-9%	?	-26%
49	O=C(CCN1C(=O)/C(=C/c2ccccc2)SC1=S)N1CCCCCC1
 : -22%	-97*	-3%	?	-2%	-7%	-15%
50	Nc1ccc2nc(-c3ccc(-c4nc5ccc(N)cc5[nH]4)cc3)[nH]c2c1
 : -23%	24	-5%	2%	4%	-10%	-13%

Going on with the list:
Each structure is followed by: AmpC no deterg	HCMV antiviral	LmPK inhibitor	HCV inh	TbPYK inhibitor	AmpC detergent	AMA1 RON2 block
51	CCOC(=O)c1c(NC(=O)/C=C/c2ccc(OC)c(OC)c2)sc(C(C)=O)c1C
 : ·	-22	·	·	5%	5%	·
52	COc1ccc(-c2ccc(CCC(=O)O)n2CC2CCCO2)cc1 (stereo not drawn)
 : -3%	-8	5%	-15%	1%	-5%	-5%
53	O=C(COC(=O)c1cc(-c2ccncc2)nc2ccccc12)Nc1ccc2c(c1)OCO2
 : -20%	·	-4%	9%	·	-13%	·
54	CC(C)(C)OC(=O)C[C@@H]1C/C=C\C[C@@H](CC(=O)N[C@H](CO)Cc2ccccc2)C(=O)NCCOC1=O
 : 72%[activator]	-3	·	-14%	-12%	·	2%
55	S=c1[nH]nc(-c2ccccc2)n1/N=C/c1cccs1
 : -32%	·	?	-4%	11µM*	2%	10%
56	CN1C(=O)C2(OCC(C)([N+](=O)[O-])CO2)c2ccccc21 (stereo not drawn)
 : -7%	11	-3%	12%	-3%	-2%	8%
57	COc1ccc(-c2nnc3sc(-c4ccc(Br)o4)nn23)cc1OC
 : -5%	·	2%	·	·	?	·
58	Cc1cc(NC(=O)CSc2ccc(-c3ccccc3)nn2)no1
 : -34%	14	2%	12%	-5%	-5%	0%
59	N#Cc1ccccc1S(=O)(=O)N1CCNS(=O)(=O)c2ccccc21
 : -4%	-20	·	4%	-6%	·	-1%
60	COc1ccc(NC(=O)CCN2C(=O)c3ccccc3C2=O)c(OC)c1
 : -4%	6	-1%	1%	2%	4%	-17%
61	COc1cccc(C2C3=C(CC(C)(C)CC3=O)Nc3cc4c(cc32)OCO4)c1 (stereo not drawn)
 : -18%	12	2%	-7%	2%	?	-13%
62	CC(C)C(NS(=O)(=O)c1cccc(C(F)(F)F)c1)C(=O)NCc1cccs1 (stereo not drawn)
 : -12%	-33	·	-8%	2%	-3%	-4%
